Mtb BioA inh: BioA (M. tuberculosis) enzyme inhibition; purified M. tuberculosis BioA enzyme, plate reader; inhibition, % at 9.99 µM; actives 0.096% (n = 360,000); AID 602481; in the data active means inhibition above about 40%
* marks the source's active call; other numbers are inactive results. This is a subset; the hit share may differ from the screen's.

structure	Mtb BioA inh
O=C(c1ccccn1)N1C[C@H]2[C@@H](c3ccccc31)[C@@H](CO)N2C(=O)Cc1ccccc1	-2.3
CN1C(=O)c2cc(NS(=O)(=O)c3cccc(F)c3)ccc2OC[C@H]2O[C@H](CC(=O)N3CCc4ccccc4C3)CC[C@H]21	1.4
C[C@H]1CN([C@@H](C)CO)C(=O)Cc2cc(NC(=O)Nc3ccccc3)ccc2O[C@@H]1CN(C)CC1CC1	1.7
C[C@@H]1CCCCO[C@H](CN(C)C(=O)CCC(F)(F)F)[C@H](C)CN([C@@H](C)CO)C(=O)c2cc(NS(=O)(=O)c3cn(C)cn3)ccc2O1	-1.2
Cc1noc(C)c1S(=O)(=O)N(C)C[C@H]1Oc2ccc(NS(=O)(=O)c3cccs3)cc2CC(=O)N([C@H](C)CO)C[C@@H]1C	1.9
CO[C@H](CN(C)Cc1cc(F)ccc1F)[C@H](C)CN([C@@H](C)CO)S(=O)(=O)c1ccc(F)cc1	-0.4
C[C@@H]1CN([C@@H](C)CO)C(=O)c2cc(C#Cc3ccncc3)cnc2O[C@H]1CN(C)Cc1ccncc1	0.9
CNC[C@@H]1Oc2ccc(NC(=O)Nc3ccc4c(c3)OCO4)cc2CC(=O)N([C@H](C)CO)C[C@@H]1C	-1.0
CCCC#Cc1cnc2c(c1)C(=O)N([C@H](C)CO)C[C@H](C)[C@@H](CN(C)C(=O)Nc1ccc(OC)cc1)O2	-1.3
C[C@@H]1CCCCO[C@H](CN(C)Cc2ccncc2)[C@H](C)CN([C@H](C)CO)C(=O)c2cc(NC(=O)C3CCCCC3)ccc2O1	-2.0
C[C@@H](O)C#Cc1ccc([C@@H]2[C@@H](CO)N3CCCCN(CC4CCOCC4)C[C@H]23)cc1	-1.9
Cc1ccc(S(=O)(=O)NCC[C@H]2CC[C@H](NC(=O)c3cccc(F)c3)[C@H](CO)O2)cc1	-3.6
C[C@@H]1CCCCO[C@@H](CN(C)Cc2ccc(Cl)c(Cl)c2)[C@@H](C)CN([C@@H](C)CO)C(=O)c2cc(NS(=O)(=O)c3cn(C)cn3)ccc2O1	5.1
CC(C)C#Cc1ccc2c(c1)O[C@@H](CN(C)S(C)(=O)=O)[C@H](C)CN([C@H](C)CO)S2(=O)=O	0.0
CCC(=O)N1C[C@H](C)[C@@H](OC)CN(C)C(=O)c2ccc(NC(=O)COC)cc2OC[C@H]1C	-0.6
C[C@@H]1CN([C@H](C)CO)C(=O)Cc2cc(NS(=O)(=O)c3ccccc3)ccc2O[C@H]1CN(C)C(=O)NC1CCCCC1	-1.5
O=C(Nc1cc(Cl)cc(Cl)c1)N[C@@H]1CC[C@H](CCNS(=O)(=O)c2cccc(F)c2)O[C@H]1CO	4.3
COc1ccc(S(=O)(=O)Nc2ccc3c(c2)C(=O)N([C@@H](C)CO)C[C@H](C)[C@H](CN(C)CC2CCCCC2)O3)cc1	-0.1
C[C@@H]1CCCCO[C@H](CN(C)C(=O)C2CCCCC2)[C@H](C)CN([C@H](C)CO)C(=O)c2cc(NC(=O)CCC(F)(F)F)ccc2O1	-1.0
C[C@@H](O)C#Cc1cnc2c(c1)C(=O)N([C@@H](C)CO)C[C@H](C)[C@H](CN(C)CC1CC1)O2	-0.3
COc1cccc(CNC(=O)[C@H]2[C@H](CO)[C@H]3Cn4c(ccc(-c5cccnc5)c4=O)[C@H]3N2C)c1	7.5
O=C(Nc1ccccc1)N1CCCCN2[C@@H](CO)[C@H](c3ccc(-c4ccccc4)cc3)[C@@H]2C1	-1.8
COCC#Cc1ccc2c(c1)O[C@H](CN(C)C(=O)C1CCC1)[C@@H](C)CN([C@@H](C)CO)S2(=O)=O	-3.1
COCC#Cc1ccc([C@@H]2[C@@H](CO)N3CCCCN(C(=O)Cc4ccccn4)C[C@@H]23)cc1	-0.2
O=C(C[C@H]1C[C@H]2c3cc(NC(=O)NC4CCCCC4)ccc3O[C@H]2[C@H](CO)O1)NCc1ccccn1	-1.4
C[C@@H]1CN([C@H](C)CO)C(=O)Cc2cc(NC(=O)C3CCCCC3)ccc2O[C@@H]1CN(C)C(=O)NC1CCCCC1	-2.4
C[C@@H](NC(=O)[C@@H]1[C@@H](CO)[C@@H]2Cn3c(ccc(-c4cccnc4)c3=O)[C@H]1N2C)c1ccccc1	0.2
C[C@@H]1CCCCO[C@@H](CN(C)Cc2ccc(Cl)c(Cl)c2)[C@H](C)CN([C@@H](C)CO)C(=O)c2cc(NC(=O)Nc3cccc4ccccc34)ccc2O1	-0.1
CCC(=O)N(C)C[C@@H]1[C@H](c2ccc(-c3cccnc3)cc2)[C@H](CO)N1C(C)=O	5.6
CCC(=O)N(C)C[C@H]1Oc2cc(-c3cccc(C#N)c3)ccc2S(=O)(=O)N([C@H](C)CO)C[C@H]1C	-0.7
CCNC(=O)C[C@@H]1CC[C@H](NC(=O)C2CC2)[C@@H](CO)O1	-0.3
O=C(C[C@@H]1C=C[C@@H](NC(=O)Nc2cc(F)ccc2F)[C@H](CO)O1)NCc1ccc2c(c1)OCO2	-0.8
COCC(=O)N1C[C@@H](C)[C@H](OC)CN(C)C(=O)c2ccc(NC(=O)c3ccccc3)cc2OC[C@H]1C	-2.4
CCCNC(=O)C[C@H]1CC[C@H]2[C@H](COc3ccc(NC(=O)c4ccc(C(F)(F)F)cc4)cc3C(=O)N2C)O1	-0.1
C[C@@H]1CN([C@@H](C)CO)C(=O)c2cc(NC(=O)Nc3ccc(C(F)(F)F)cc3)ccc2O[C@@H](C)CCCCO[C@H]1CN(C)S(=O)(=O)c1ccc(Cl)cc1	-0.1
O=C(C[C@H]1C=C[C@@H](NS(=O)(=O)c2cccc(F)c2)[C@H](CO)O1)N1CCCCC1	-4.0
COc1ccc(S(=O)(=O)N(C)C[C@@H]2OCCCC[C@H](C)Oc3ccc(NS(=O)(=O)c4ccccc4)cc3C(=O)N([C@H](C)CO)C[C@@H]2C)cc1	0.0
OC[C@@H]1[C@@H](c2ccccc2)[C@@H](CNCC2CCC2)N1CC1CC1	-1.4
C[C@@H]1CN([C@@H](C)CO)C(=O)c2cc(NC(=O)c3ccncc3)ccc2O[C@@H]1CN(C)S(=O)(=O)c1ccccc1	-2.3
C[C@H](CO)N1C[C@H](C)[C@H](CN(C)C(=O)Nc2cccc3ccccc23)Oc2c(NC(=O)C3CCCCC3)cccc2C1=O	-0.3
C[C@@H]1CN([C@H](C)CO)C(=O)Cc2cc(NC(=O)Nc3cccc4ccccc34)ccc2O[C@H]1CN(C)S(C)(=O)=O	1.2
CN(C)C(=O)C[C@@H]1C[C@@H]2c3cc(NC(=O)NC4CCCCC4)ccc3O[C@@H]2[C@H](CO)O1	-1.1
COc1cccc(-c2ccc([C@H]3[C@@H](CO)N4CCCCN(Cc5cncnc5)C[C@H]34)cc2)c1	3.0
CC(C)C(=O)Nc1ccc2c(c1)C(=O)N(C)[C@H]1CC[C@@H](CC(=O)N[C@H](C)c3ccccc3)O[C@H]1CO2	-1.3
COCC(=O)Nc1ccc2c(c1)C(=O)N(C)C[C@@H](OC)[C@@H](C)CN(C)[C@@H](C)CO2	-2.2

The list goes on (2 carried over from the part before).
structure	Mtb BioA inh
CC(C)C(=O)Nc1ccc2c(c1)C(=O)N(C)[C@H]1CC[C@@H](CC(=O)N[C@H](C)c3ccccc3)O[C@H]1CO2	-1.3
COCC(=O)Nc1ccc2c(c1)C(=O)N(C)C[C@@H](OC)[C@@H](C)CN(C)[C@@H](C)CO2	-2.2
C[C@H](O)C#Cc1ccc2c(c1)O[C@H](CN(C)C(=O)CN(C)C)[C@@H](C)CN([C@@H](C)CO)S2(=O)=O	2.0
Cc1noc(C)c1S(=O)(=O)N(C)C[C@@H]1OCCCC[C@@H](C)Oc2ccc(NC(=O)c3ccccc3)cc2C(=O)N([C@@H](C)CO)C[C@@H]1C	-0.5
CCC(=O)N1C[C@@H](C)[C@@H](OC)CN(C)C(=O)c2cc(NC(=O)Nc3ccccc3)ccc2OC[C@H]1C	2.7
C[C@H]1CN([C@@H](C)CO)C(=O)c2cc(NS(=O)(=O)c3cccs3)ccc2O[C@@H]1CN(C)S(C)(=O)=O	1.6
Cc1ccc(S(=O)(=O)Nc2ccc3c(c2)C(=O)N([C@@H](C)CO)C[C@H](C)[C@H](CN(C)S(=O)(=O)c2cn(C)cn2)OCCCC[C@H](C)O3)cc1	1.5
CN(C)CC(=O)N[C@@H]1CC[C@@H](CC(=O)NCc2ccccc2F)O[C@H]1CO	-1.0
COc1cccc(S(=O)(=O)N[C@@H]2CC[C@H](CCn3cc(-c4ccc(F)cc4)nn3)O[C@H]2CO)c1	1.2
COc1ccc(NC(=O)N[C@H]2CC[C@@H](CCn3cc(-c4ccc(OC)cc4)nn3)O[C@H]2CO)cc1	1.5
COc1ccccc1CNC(=O)C[C@@H]1CC[C@@H]2[C@H](COC[C@@H](O)CN2C(=O)Nc2ccc(C(F)(F)F)cc2)O1	2.6
COCC(=O)N(C)C[C@@H]1Oc2ncc(-c3cccc(OC)c3)cc2C(=O)N([C@H](C)CO)C[C@@H]1C	-0.6
CN(C[C@H]1N[C@@H](CO)[C@H]1c1ccc(-c2cccc(F)c2)cc1)S(C)(=O)=O	-4.9
COCC(=O)Nc1ccc2c(c1)C(=O)N(C)[C@@H]1CC[C@@H](CC(=O)NC3CCCC3)O[C@@H]1CO2	-2.4
O=S(=O)(N[C@H]1CC[C@@H](CCn2cc(C3(O)CCCC3)nn2)O[C@@H]1CO)c1ccc(Cl)cc1	3.7
COc1ccc(C#Cc2ccc3c(c2)[C@@H]2[C@@H](CCN2Cc2nccs2)[C@@H](CO)N3)cc1	-3.2
C[C@H]1CN([C@@H](C)CO)S(=O)(=O)c2ccc(C#Cc3ccccc3)cc2O[C@@H]1CN(C)S(=O)(=O)c1cn(C)cn1	-0.7

Fetched by structure from above (7):
structure	Mtb BioA inh
COCC(=O)N(C)C[C@@H]1Oc2ncc(-c3cccc(OC)c3)cc2C(=O)N([C@H](C)CO)C[C@@H]1C	-0.6
Cc1ccc(S(=O)(=O)Nc2ccc3c(c2)C(=O)N([C@@H](C)CO)C[C@H](C)[C@H](CN(C)S(=O)(=O)c2cn(C)cn2)OCCCC[C@H](C)O3)cc1	1.5
C[C@H]1CN([C@@H](C)CO)C(=O)c2cc(NS(=O)(=O)c3cccs3)ccc2O[C@@H]1CN(C)S(C)(=O)=O	1.6
COc1ccccc1CNC(=O)C[C@@H]1CC[C@@H]2[C@H](COC[C@@H](O)CN2C(=O)Nc2ccc(C(F)(F)F)cc2)O1	2.6
C[C@H]1CN([C@@H](C)CO)S(=O)(=O)c2ccc(C#Cc3ccccc3)cc2O[C@@H]1CN(C)S(=O)(=O)c1cn(C)cn1	-0.7
COc1cccc(S(=O)(=O)N[C@@H]2CC[C@H](CCn3cc(-c4ccc(F)cc4)nn3)O[C@H]2CO)c1	1.2
C[C@H](O)C#Cc1ccc2c(c1)O[C@H](CN(C)C(=O)CN(C)C)[C@@H](C)CN([C@@H](C)CO)S2(=O)=O	2.0

Next part.
structure	Mtb BioA inh
COc1ccccc1C(=O)N1C[C@H]2[C@@H](c3ccccc31)[C@H](CO)N2C(=O)C1CCCC1	-4.9
C[C@@H]1CN([C@@H](C)CO)S(=O)(=O)c2ccc(-c3ccc(F)cc3)cc2O[C@@H]1CN(C)C(=O)C1CCOCC1	-2.3
C[C@@H]1CCCCO[C@H](CN(C)S(=O)(=O)c2ccc(Cl)cc2)[C@H](C)CN([C@@H](C)CO)C(=O)c2cc(NS(=O)(=O)c3ccc(F)cc3)ccc2O1	-4.5
COC(=O)C[C@@H]1C[C@H]2c3cc(NS(=O)(=O)c4ccc(OC)cc4)ccc3O[C@H]2[C@H](CO)O1	2.3
O=C(C[C@H]1CC[C@@H]2[C@H](COC[C@@H](O)CN2CC2CC2)O1)NCc1ccc(Cl)cc1	-2.3
O=C(Nc1ccccc1)[C@H]1[C@H](CO)[C@H]2Cn3c(cccc3=O)[C@@H]1N2C(=O)c1ccc(F)cc1	0.1
COc1ccc(CN(C)C[C@@H]2Oc3ccc(N(C)C)cc3CC(=O)N([C@@H](C)CO)C[C@H]2C)cc1	-1.4
Cc1noc(C)c1NC(=O)N(C)C[C@H]1Oc2ccc(N(C)C)cc2CC(=O)N([C@H](C)CO)C[C@H]1C	-1.2
C[C@@H]1CN([C@@H](C)CO)C(=O)c2cc(/C=C/c3ccccc3)cnc2O[C@@H]1CN(C)Cc1ccc2c(c1)OCO2	0.7
O=C(Nc1ccc2c(c1)OCO2)N[C@H]1C=C[C@@H](CC(=O)N2CCN(c3ccccc3)CC2)O[C@H]1CO	0.8
CO[C@H]1CN(C)C(=O)c2cc(NC(=O)c3ccccc3)ccc2OC[C@H](C)N(CC2CC2)C[C@@H]1C	-2.7
C[C@H]1CN([C@@H](C)CO)C(=O)c2cccc(NC(=O)C3CC3)c2O[C@H]1CN(C)CC1CC1	-2.2
CO[C@@H](CN(C)Cc1cc(F)ccc1F)[C@@H](C)CN(C(=O)Nc1ccc(C(F)(F)F)cc1)[C@@H](C)CO	-0.4
C[C@H]1CN([C@@H](C)CO)C(=O)c2cc(C#CC(C)(C)O)cnc2O[C@H]1CN(C)C(=O)CC1CC1	-1.3
O=C(O)C[C@H]1CC[C@@H](NC(=O)c2ccccc2F)[C@H](CO)O1	0.6
C[C@@H]1CN([C@H](C)CO)C(=O)c2ccccc2-c2ccccc2CO[C@H]1CN(C)C(=O)Nc1cccc(F)c1	1.7
CO[C@H]1CC[C@@H]2CCN(C)C(=O)C[C@H](c3ccccc3)CN(C)C(=O)c3cccc(C#N)c3OC[C@H]1O2	-0.6
C[C@H]1CN([C@@H](C)CO)C(=O)c2cc(NS(C)(=O)=O)ccc2O[C@H]1CN(C)Cc1ccc(C(=O)O)cc1	-0.7
C[C@H](CO)N1C[C@H](C)[C@H](CN(C)S(=O)(=O)c2cn(C)cn2)Oc2ccc(NC(=O)NC3CCCCC3)cc2CC1=O	-8.2
N#C[C@@H]1[C@@H](c2ccc(-c3ccccc3)cc2)[C@@H](CO)N1C(=O)Cc1ccncc1	-2.0
Cc1ccc(-c2cnc3c(c2)C(=O)N([C@H](C)CO)C[C@H](C)[C@H](CN(C)CC2CCOCC2)O3)cc1	1.0

Screening results as filed in PubChem.
